# Bioassay records (PubChem BioAssay)
# GRK2 inh: human GRK2 inhibition via aptamer displacement | P25098 | bead flow cytometry, FAM-aptamer displacement from GRK2 | inhibition of aptamer binding, % at 10 µM | actives 0.59% (n = 330,000) | AID 488847;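 active = inhibition of aptamer binding above 40%, roughly 3 SD of noise, on plates passing a quality check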;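 also: median bead fluorescence of bound FAM aptamer so fluorescent compounds give negative values; no value below 0 was filed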
# Target sequence (P25098 whole entry, looked up): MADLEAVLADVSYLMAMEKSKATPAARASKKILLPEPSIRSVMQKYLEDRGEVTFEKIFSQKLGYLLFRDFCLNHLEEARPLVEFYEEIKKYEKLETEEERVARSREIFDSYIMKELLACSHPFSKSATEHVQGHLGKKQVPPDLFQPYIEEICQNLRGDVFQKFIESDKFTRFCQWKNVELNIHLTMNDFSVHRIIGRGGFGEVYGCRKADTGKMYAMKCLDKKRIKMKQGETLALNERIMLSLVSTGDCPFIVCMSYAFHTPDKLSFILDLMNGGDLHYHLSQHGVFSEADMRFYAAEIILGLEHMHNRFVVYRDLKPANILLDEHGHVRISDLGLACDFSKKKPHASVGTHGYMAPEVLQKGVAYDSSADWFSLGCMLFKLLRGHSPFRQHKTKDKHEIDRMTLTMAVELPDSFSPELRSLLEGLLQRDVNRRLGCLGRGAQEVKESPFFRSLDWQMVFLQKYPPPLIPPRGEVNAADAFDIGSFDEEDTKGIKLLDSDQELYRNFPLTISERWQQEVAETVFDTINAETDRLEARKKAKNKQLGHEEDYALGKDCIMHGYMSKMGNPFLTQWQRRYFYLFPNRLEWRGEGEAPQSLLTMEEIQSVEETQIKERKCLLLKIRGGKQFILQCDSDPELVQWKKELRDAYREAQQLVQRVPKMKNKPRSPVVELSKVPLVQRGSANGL
# CIT2-GFP yeast: yeast TOR pathway CIT2-GFP modulation. AID 2029. GFP response vs DMSO, % at 10 µM. actives 0.065% (n = 320,000). S. cerevisiae CIT2-GFP strain, flow cytometry, 3 h; 100 means same as DMSO wells;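 active = GFP response relative to DMSO above a set limit, near the screen mean plus 3 SD, cut at about 150% in these data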;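 also: ratio of well median GFP fluorescence to mean of DMSO wells on the plate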
# MCL1-BIM inh: inhibitors of human MCL1 binding to BIM-BH3 peptide; inhibition, % at 10.9 µM; actives 0.68% (n = 320,000); GST-MCL1 / FITC-Bim-BH3 fluorescence polarization; Q07820;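 active = inhibition above the mean inhibition of all tested compounds plus 3 SD, set per campaign, cut at about 40% in these data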;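 also: 0% = DMSO wells and 100% = unlabeled Bim-BH3 peptide control; higher means more loss of mP so more displacement of Bim peptide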
# Target sequence (Q07820 whole entry, looked up): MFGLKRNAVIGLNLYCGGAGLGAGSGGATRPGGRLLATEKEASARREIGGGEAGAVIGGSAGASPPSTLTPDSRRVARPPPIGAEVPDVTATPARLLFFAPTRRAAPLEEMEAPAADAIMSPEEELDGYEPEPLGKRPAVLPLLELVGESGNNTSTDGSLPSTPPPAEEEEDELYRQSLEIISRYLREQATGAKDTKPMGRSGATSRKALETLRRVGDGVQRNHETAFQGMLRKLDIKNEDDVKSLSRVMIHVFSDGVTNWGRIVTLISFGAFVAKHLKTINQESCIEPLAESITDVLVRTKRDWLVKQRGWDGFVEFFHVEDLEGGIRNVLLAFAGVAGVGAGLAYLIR
# Fam108B inh: blocks mouse Fam108B hydrolase in RBBP9 counter-screen | recombinant Fam108B, FP-Rh probe fluorescence polarization | AID 1947 | actives 0.33% (n = 300,000) | inhibition, % at 9.51 µM;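 active = inhibition above the screen mean inhibition plus 3 SD, computed separately per campaign, cut at about 18% in these data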;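 also: inhibitors lower polarization as less probe binds the enzyme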
# MEX-5 binding: C. elegans MEX-5 TCR-2 RNA binding activity | Q9XUB2 | MEX-5/FITC-TCR2 RNA binding, fluorescence polarization; active compounds read low | activity score (negative = inhibition of binding), % at 10 µM | actives 0.38% (n = 300,000);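 active = inhibition past about -25% in most replicates, and total fluorescence under double the plate's negative control median, limit read from the data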;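 also: 0% = DMSO and -100% = 5 µM competing unlabeled TCR2 RNA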
# VLA-4 inh: inhibition in a human VLA-4 binding assay; VLA-4 expressing cells, ligand binding flow cytometry; inhibition, % (about 7 µM as worked out from the volumes in the protocol); actives 0.2% (n = 330,000); in the data active = inhibition above about 50%
# Bcl-xL primary: Bcl-xL (human) inhibition; GST-Bcl-xL / FITC-Bim BH3 peptide fluorescence polarization; actives 0.7% (n = 320,000); inhibition, % at 10.9 µM; AID 2129;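 active = inhibition above the mean of all tested compounds plus 3 SD, cutoff set per campaign, cut at about 30% in these data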;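 also: 0% = DMSO wells and 100% = unlabeled Bim-BH3 peptide competitor; inhibitors lower millipolarization by displacing the labeled peptide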
# GLD-1 RNA inh: GLD-1-TGE RNA interaction inhibition (C. elegans); Q17339; purified GLD-1 + fluorescein TGE RNA, fluorescence polarization; inhibition, % at 5.96 µM; actives 0.44% (n = 320,000); AID 2280;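 active = percent inhibition above a per-plate cutoff, the plate mean of test compounds plus 3 SD, cut at about 30% in these data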;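 also: 0% = DMSO wells with GLD-1 and probe and 100% = wells lacking GLD-1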
# AGP1-GFP MLPCN: alters AGP1-GFP fluorescence in TOR pathway yeast screen; S. cerevisiae AGP1-GFP multiplex flow cytometry, 3 h; GFP as percent of DMSO wells; AID 2066; GFP response vs DMSO, % at 10 µM; actives 0.02% (n = 320,000);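 active = GFP response relative to DMSO above a set limit, near screen average plus 3 SD, cut at about 150% in these data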;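 also: median GFP channel fluorescence of the gated AGP1 strain per well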
# The depositor's hits bear a star; . = no result given.
SMILES,GRK2 inh,CIT2-GFP yeast,MCL1-BIM inh,Fam108B inh,MEX-5 binding,VLA-4 inh,Bcl-xL primary,GLD-1 RNA inh,AGP1-GFP MLPCN
CCO[C@H]1OC(C(=O)N2CCOCC2)=C[C@@H](c2ccccc2)[C@@H]1CCCO,3,96,-6,1,2.1,6,-1,11,99
Cc1ccc(C(=O)Cc2cc3ccccc3oc2=O)c(C)c1,2,102,-5,-3,0.3,8,1,-7,96
CCCCn1c(N)c(N(CCC(C)C)C(=O)C2CC(=O)N(c3ccc(OC)cc3OC)C2)c(=O)[nH]c1=O (stereo unspecified),0,84,-10,-1,-1.9,-7,-7,2,97
C=CCn1c(SCC(=O)Nc2cc(NC(C)=O)ccc2OC)nnc1-c1ccccn1,2,104,2,-3,0.7,22,-2,0,99
O=C(Nc1ccc2c(c1)OCO2)c1cc2n(n1)C(C(F)(F)F)CC(c1ccccc1)N2 (stereo unspecified),0,88,0,5,0.3,8,3,4,100
CCOC(=O)CCC(=O)N1CCNC(=O)C1,0,100,9,0,-0.5,23,3,0,98
CC(=O)N1c2ccc(S(=O)(=O)N3CCC(C(=O)Nc4ccccn4)CC3)cc2CC1C (stereo unspecified),2,106,-6,4,-1.8,-2,3,8,84
Cc1ccc(S(=O)(=O)Nc2ccccc2F)cc1C(=O)NCc1ccco1,4,93,0,.,.,8,6,1,92
O=C(Nc1c(Cl)ccc2nsnc12)c1cccnc1,0,102,3,-1,-1.5,18,2,3,100
O=C(COC(=O)Cc1c(Cl)cccc1Cl)NCCC1=CCCCC1,0,100,0,3,3.6,1,5,10,101
C[C@H]1O[C@H]1P(=O)(O)O,2,110,-2,-2,0.8,0,5,6,86
O=C1CCC(c2ccccc2)c2ccccc21 (stereo unspecified),0,104,4,1,-0.9,-2,2,-1,121
CN(Cc1ccccn1)C(=O)CC1C(=O)NCCN1Cc1ccc(F)cc1Cl (stereo unspecified),2,98,28,2,-4.4,-107,21,18,104
CCc1ccccc1OCC(=O)OCC(=O)c1c(N)n(C)c(=O)n(C)c1=O,2,94,-2,-5,-2.9,6,3,8,101
Nn1c(COc2ccccc2F)nnc1SCC(=O)NC1CCCC1,2,104,-25,-1,1.6,7,-5,3,102
COc1ccnc(Oc2ccccc2)c1C#N,3,104,1,0,-3.0,6,1,-4,102
O=S(=O)(c1ccccc1)N1CCCN(S(=O)(=O)c2ccccc2)CC1,1,103,-2,1,1.5,3,5,3,96
CCCCc1nc(SCCN2CCOCC2)c2c(=O)n(C)c(=O)n(C)c2n1,0,94,-4,5,1.3,-2,1,2,100
COc1ccc(-c2cc(C(=O)OCC(=O)Nc3ccc4c(c3)OCO4)c3ccccc3n2)cc1,0,97,1,1,1.5,-28,1,0,94
O=C1CN(C(=O)COC(=O)CCc2ccccc2O)c2ccccc2N1,0,95,.,.,.,17,.,-1,97
COc1cc(C(=O)NNC(=O)c2ccc(NC(=O)C(C)(C)C)cc2)cc(OC)c1OC,0,99,-3,-6,-0.4,-2,2,4,105
C=CC[C@H](CC(=O)N(CCO)Cc1ccccc1)C(=O)N[C@H](COC(=O)[C@@H](CC=C)CC(=O)OC(C)(C)C)Cc1c[nH]c2ccccc12,2,91,.,.,.,-1,.,12,92
COc1ccc(-c2csc3ncnc(N4CCN(c5cccc(Cl)c5)CC4)c23)cc1,4,96,-8,-5,-0.9,-8,-3,-3,101
O=C(OCC(=O)c1cccs1)c1ccc([N+](=O)[O-])o1,6,90,3,-2,-1.9,1,4,2,98
O=C(C(Cc1ccccc1)n1cccc1)N1CCCCCC1 (stereo unspecified),2,131,-1,-3,-0.4,-17,9,-1,108
CC(C)N(C(=O)COC(=O)[C@@H]1CC(O)CN1S(=O)(=O)c1ccccc1[N+](=O)[O-])C(C)C (stereo partly specified),0,99,-25,3,-0.9,4,-8,-1,99
CCc1ccc(N2C(=O)CC(N(CC3CCCO3)C(=O)/C=C/C(=O)O)C2=O)cc1 (stereo unspecified),3,101,-3,10,1.0,1,1,-1,95
CCCn1c(CNS(=O)(=O)c2ccc(C)cc2)nc2ccccc21,0,102,4,-4,-0.6,-5,4,1,97
Cc1cc(NC(=O)Cn2ccsc2=N)c([N+](=O)[O-])cc1C,2,98,-16,0,-1.8,-1,-7,-4,103
CCOC(=O)CNC(=O)C1COc2ccccc2O1 (stereo unspecified),1,99,-2,-3,-1.3,12,5,-6,104
CS(=O)(=O)c1ccc2nc(NC(=O)C3CC(=O)N(c4ccccc4)C3)sc2c1 (stereo unspecified),2,98,1,-2,0.1,-5,5,6,85
COc1ccc(NC(=S)N(CCc2c(C)[nH]c3ccccc23)Cc2ccco2)cc1,0,101,5,1,0.1,11,-1,1,104
COCCN1C(=O)c2cc(C(=O)Nc3ccc(C)c(F)c3)ccc2C1Nc1ccc(C)c(F)c1 (stereo unspecified),3,100,4,-1,-2.7,7,4,5,101
Cc1c(-c2ccccc2)cnc2c(C)cccc12,0,100,-2,-4,2.0,27,-1,-5,108
CCCCC(=O)Nc1nc(C)c(C(C)=O)s1,4,101,2,-3,0.0,13,2,1,103
COc1ccccc1C(=O)NCC(c1cccnc1)N(C)C (stereo unspecified),0,106,-2,3,-6.4,11,3,12,108
Cc1cc(Cl)c(S(=O)(=O)NC2CCCC2)cc1OCC(N)=O,3,94,3,3,-0.7,13,3,1,82
COc1cc(CCC(=O)NCc2ccc(Cl)cc2)cc(OC)c1OC,7,102,23,4,1.1,6,19,23,103
O=C(CCNc1n[nH]c(=O)[nH]c1=O)N1CCOCC1,0,104,4,-3,-2.4,-5,6,2,100
Cc1ccc(NC(=O)c2cnc(N3CCN(c4ccccn4)CC3)c3ccccc23)c(Br)c1,6,82,-4,-9,-0.8,14,-1,-4,84

# 5 records drawn at random from the list so far:
SMILES,GRK2 inh,CIT2-GFP yeast,MCL1-BIM inh,Fam108B inh,MEX-5 binding,VLA-4 inh,Bcl-xL primary,GLD-1 RNA inh,AGP1-GFP MLPCN
COc1ccccc1C(=O)NCC(c1cccnc1)N(C)C (stereo unspecified),0,106,-2,3,-6.4,11,3,12,108
CCCn1c(CNS(=O)(=O)c2ccc(C)cc2)nc2ccccc21,0,102,4,-4,-0.6,-5,4,1,97
COc1cc(C(=O)NNC(=O)c2ccc(NC(=O)C(C)(C)C)cc2)cc(OC)c1OC,0,99,-3,-6,-0.4,-2,2,4,105
Cc1cc(Cl)c(S(=O)(=O)NC2CCCC2)cc1OCC(N)=O,3,94,3,3,-0.7,13,3,1,82
O=C(OCC(=O)c1cccs1)c1ccc([N+](=O)[O-])o1,6,90,3,-2,-1.9,1,4,2,98

# Other compounds
SMILES,GRK2 inh,CIT2-GFP yeast,MCL1-BIM inh,Fam108B inh,MEX-5 binding,VLA-4 inh,Bcl-xL primary,GLD-1 RNA inh,AGP1-GFP MLPCN
Cc1ccc(-n2c(Cc3cccs3)nnc2SCC(=O)Nc2ccc(S(N)(=O)=O)cc2)cc1,0,98,-5,-1,0.5,-5,-4,5,104
Cc1ccc(-c2nnn(CC(=O)N(CC(=O)NCC3CCCO3)c3ccc(F)c(Cl)c3)n2)o1 (stereo unspecified),0,98,-2,2,.,13,-3,4,104
CN(C(=O)COC(=O)c1cc(S(=O)(=O)N2CCCCC2)ccc1N1CCOCC1)C1CCS(=O)(=O)C1 (stereo unspecified),0,103,-10,-1,1.0,0,-4,3,106
O=C(Nc1nncs1)c1ccc(Br)c(S(=O)(=O)N2CCCC2)c1,0,93,-4,-1,0.3,8,-3,4,102
CC1CCCCC12NC(=O)N(CC(=O)NCc1ccccc1)C2=O (stereo unspecified),0,100,.,.,.,14,.,5,100
COc1ccc2cc(C#N)c(NC(C)C)nc2c1,2,81,5,-2,-1.2,0,3,12,87
CCOC(=O)c1sc2nc(C)nc(N3CCN(c4ncccn4)CC3)c2c1C,6,90,4,5,-2.1,13,5,3,101
CCn1c(SCC(=O)Nc2nc3ccccc3s2)nnc1-c1ccc(OC)cc1,5,96,-8,0,-0.5,1,6,-4,93
Cc1ccc(C)c(Cn2nnc3c(=O)[nH]c(C4CCN(C(=O)c5ccco5)CC4)nc32)c1,2,93,-2,-4,0.9,10,2,2,102
O=C(CCN1C(=O)c2ccncc2C1=O)Nc1ccc(F)cc1,2,102,3,1,-0.3,-4,2,0,109
CCCC12CN3CC(CCC)(CN(C1)C3C(O)C(O)C(O)CO)C2=O (stereo unspecified),3,102,-2,2,1.9,18,-1,-3,100
CCOc1ccccc1CNCC1CCCO1 (stereo unspecified),1,101,8,0,-2.0,-5,7,4,101
CCOC(=O)N1CCN(S(=O)(=O)c2ccc(OCC)c3ccccc23)CC1,5,92,11,-1,1.5,7,6,3,101
O=C1N/C(=N/N=C/c2ccc(F)cc2)SC1c1ccccc1 (stereo unspecified),4,92,-4,-1,-0.2,5,-1,5,101
CCOC(=O)c1c(-c2ccccc2)nc2c(C)cccn12,0,90,2,1,0.0,-8,0,-2,87
O=C(COC(=O)c1cccc(S(=O)(=O)N2CCN(c3ccccc3)CC2)c1)NCc1ccco1,12,107,9,2,0.8,12,8,4,103
C=CCOC(=O)C1=C(C)Nc2nnnn2C1c1ccc(OC)cc1OC (stereo unspecified),0,101,-6,3,-0.7,5,1,3,102
CCN(CC)C(=O)C1CCCN(C(=O)CCn2nnnc2CN2CCOCC2)C1 (stereo unspecified),0,98,7,0,-2.1,-3,3,4,101
O=C1CCCCCN1Sc1ccccc1,0,77,8,2,0.3,0,9,11,89
COc1ccc(-c2nc(Cn3c(SCc4ccc(C)cc4)nc4ccncc43)c(C)o2)cc1OC,1,89,2,-6,2.8,20,-2,-5,90
CCOc1ccccc1NC(=O)Cn1c(=O)c(OCC)nc2cnccc21,2,107,4,-2,0.5,3,6,4,110
CC(=O)OCC(=O)Nc1c(C)cccc1C,2,82,-2,-4,4.2,9,-8,-9,100
N#C/C(=C\c1cccs1)C(=O)c1ccccc1,2,.,6,0,-0.1,-1,3,-2,.
C/C(CC(=O)NCCN1CCOCC1)=N\NC(=O)c1ccncc1,1,94,5,-3,-0.4,19,4,-3,107
Nc1ccc(S(=O)(=O)N2CCC(Cc3ccccc3)CC2)cc1,0,96,0,-6,-1.2,4,-1,-3,98
O=C(NC1CCN(C(=S)Nc2ccccc2)CC1)C1CCCCC1,3,98,5,1,-1.9,8,7,-1,106
O=C(NC1CCCCC1)N1CCc2ccccc21,2,82,0,-3,1.1,15,3,3,98
O=C1CN(C(=O)c2ccccc2)C(c2ccc(F)cc2)c2cc(Br)ccc2N1 (stereo unspecified),2,116,10,-1,1.4,11,7,-1,112
CCc1nnc(NS(=O)(=O)c2ccc(NCc3ccccc3O)cc2)s1,1,122,3,0,1.2,9,7,4,75
O=C(CCCOc1ccc(Cl)cc1Cl)N1CCc2ccccc2C1,0,94,-1,2,1.8,10,0,3,97
CCOC(=O)c1c(NC(=O)CSc2nnnn2-c2ccccc2OCC)sc2c1CC(C)(C)NC2(C)C,0,100,-5,-2,-0.3,8,-2,8,107
COc1ccc(C2NC(=S)NC(C)=C2C(=O)Nc2ccccn2)cc1 (stereo unspecified),0,99,7,-1,3.8,1,3,5,100
Cc1ccnc2nc(C(=O)Nc3cc(Cl)ccc3N3CCOCC3)nn12,0,101,8,-3,1.2,3,1,6,102
Nc1ccc(C(=O)N/N=C\C=C\c2cccc([N+](=O)[O-])c2)cc1,0,95,1,3,1.1,-10,1,1,103
